# All columns: NCI-60 one-dose screen, growth in % after 48 h at 10 µM unless noted; 100 = growth as untreated, 0 = no growth, -100 = all killed.
# A498 = A498 renal cancer cells | 76,000 tested, 5.4% active
# SN12C = SN12C renal cancer cells | 81,000 tested, 3.8% active
# CAKI-1 = CAKI-1 renal cancer | AID 1794772 | 75,000 tested, 4.7% active
# RXF 393 = RXF 393 renal cancer cells; AID 1794773; 77,000 tested, 6.9% active
# ACHN = ACHN renal cancer; 81,000 tested, 4.9% active; AID 1794771
# 786-0 = 786-0 renal cancer cells; 81,000 tested, 5.1% active; AID 1794775
# TK-10 = TK-10 renal cancer cells; 81,000 tested, 3.9% active; AID 1794769
# UO-31 = UO-31 renal cancer. 81,000 tested, 5.2% active. AID 1794768
# An asterisk follows results filed as active; . = not tested or not shown; & = joins results of further samples; [ ] = another dose, or the depositor's remark. Rule for the calls: active = growth percent below 10; inactive = the rest.
# The first three compounds, to show the layout:
1. CC1(C)CC[C@]2(C(=O)O)CC[C@]3(C)C(=CCC4[C@@]5(C)C[C@@H](O)[C@@H]6OC(c7ccc(Br)cc7)OC[C@@]6(C)C5CC[C@]43C)C2C1 (some centres not stated)
2. CCNc1nn2ccccc2c1/C=C(/C#N)C(=O)OCC
3. O=C(CN1C(=O)/C(=C/c2cccs2)SC1=S)NCCc1c[nH]c2ccc(F)cc12

assay / compound,1,2,3
A498,82.9,92.5,105.8
SN12C,76.0,98.2,94.4
CAKI-1,71.6,.,77.5
RXF 393,79.0,121.5,107.2
ACHN,47.1,90.3,106.5
786-0,91.0,86.8,103.1
TK-10,66.4,84.9,100.9
UO-31,62.6,90.6,59.3

# All compounds of this part, repeating the preview:
1. CC1(C)CC[C@]2(C(=O)O)CC[C@]3(C)C(=CCC4[C@@]5(C)C[C@@H](O)[C@@H]6OC(c7ccc(Br)cc7)OC[C@@]6(C)C5CC[C@]43C)C2C1 (some centres not stated)
2. CCNc1nn2ccccc2c1/C=C(/C#N)C(=O)OCC
3. O=C(CN1C(=O)/C(=C/c2cccs2)SC1=S)NCCc1c[nH]c2ccc(F)cc12
4. CCOc1ccc(NC2=C(Cl)C(=O)c3ccccc3C2=O)cc1
5. O=C(Nc1ccc2c(c1)OCO2)C1CC(=O)N(c2ccc3c(c2)CCC3)C1 (configuration not stated)
6. CC(=O)NS(=O)(=O)c1ccc(NCCc2c(C)nc3scc(-c4ccccc4)n3c2=O)cc1

assay / compound,1,2,3,4,5,6
A498,82.9,92.5,105.8,80.8,101.2[50 µM],122.8
SN12C,76.0,98.2,94.4,61.0,77.6[50 µM],91.7
CAKI-1,71.6,.,77.5,.,54.0[50 µM],89.2
RXF 393,79.0,121.5,107.2,105.0,62.1[50 µM],117.6
ACHN,47.1,90.3,106.5,.,62.0[50 µM],96.4
786-0,91.0,86.8,103.1,94.7,76.1[50 µM],100.1
TK-10,66.4,84.9,100.9,136.2,105.7[50 µM],128.3
UO-31,62.6,90.6,59.3,77.9,67.9[50 µM],55.2

7. O=C(NCCCCC(NC(=O)OCc1ccccc1)C(=O)O)OCc1ccccc1 (configuration not stated)
8. O=C1c2ccccc2-c2c1c1ccncc1c(=O)n2CCCn1ccnc1
9. OC1CCCCC1C1(NC(=S)Nc2ccccc2)CCCCC1 (configuration not stated)
10. NS(=O)(=O)c1ccc(Cn2c(SCC(=O)N/N=C/c3ccccc3)nc3ccccc3c2=O)cc1
11. CN(C)c1ccc(/C=N/Nc2nc3c([nH]2)c(=O)n(C)c(=O)n3C)cc1
12. CCn1ccnc1C(=O)/C=C/c1ccc(CC(=O)Nc2ccc(F)cc2)cc1

assay / compound,7,8,9,10,11,12
A498,.,80.9,115.0,.,95.6&86.5,.
SN12C,104.7,49.1,99.0,98.2,102.7&102.2,26.2
CAKI-1,102.4,49.9,100.4,84.1,100.7&114.1,34.1
RXF 393,116.0,55.6,123.0,100.3,114.3&106.1,26.0
ACHN,112.5,0.1*,102.2,101.9,100.9&131.1,63.6
786-0,105.1,55.4,105.2,99.8,91.6&87.2,24.6
TK-10,126.9,82.6,95.1,95.2,84.0&84.3,66.3
UO-31,86.6,19.1,92.0,78.1,104.5&89.9,39.8

13. CC(=O)OC(COS(=O)(=O)c1ccc(C)cc1)Cn1cnc2c1c(=O)n(C)c(=O)n2C (configuration not stated)
14. COc1cc(C2CC(c3cc(OC)c(OC)c(OC)c3)=NN2C=O)ccc1Oc1nc2c(c(=O)n(C)c(=O)n2C)n1C (configuration not stated)
15. COc1nccc2cc3c(=O)n4c(cc5ccnc(OC)c54)c(=O)n3c12
16. COC1=CC(c2ccc[nH]2)=N/C1=C\c1[nH]c(C)c(C(=O)OCCn2cc(CCCCCCCCC[C@@H]3Cc4cc(O)ccc4C4CC[C@]5(C)[C@@H](O)CC[C@H]5C43)nn2)c1C (some centres not stated)
17. CN1NC(=O)c2ccccc2NC1=S
18. NNS(=O)(=O)c1ccc(Oc2ccc(S(=O)(=O)NN)cc2)cc1

assay / compound,13,14,15,16,17,18
A498,94.5,81.5,115.9,66.8,101.2,110.7
SN12C,107.0,89.3,99.4,98.7,98.4,92.1
CAKI-1,95.1,87.2,98.2,91.9,98.0,.
RXF 393,80.8,109.2,108.5,82.6,119.3,89.7
ACHN,112.3,98.1,107.4,68.2,106.7,98.5
786-0,102.7,116.2,99.7,101.4,100.3,78.3
TK-10,92.7,128.5,101.1,111.0,108.5,108.0
UO-31,93.4,89.7,81.5,83.8,92.1,82.7

19. CCc1c(C)c2cc3nc(-c4cc(OC)c(OC)c(OC)c4)oc3c(C)c2oc1=O
20. COc1ccc(CCNc2nc3c(c(=O)n(Cc4ccc(Cl)cc4)c(=O)n3C)n2C)cc1OC
21. C[C@@H]1CN2SN1C[C@@H]2C
22. O=C(N/C(=C/c1cn(-c2ccccc2)nc1-c1ccccc1)c1nc2ccccc2[nH]1)c1ccccc1
23. O=C(Cc1c[nH]c2ccccc12)N=Nc1c(O)n(Cc2ccc(F)cc2)c2ccccc12
24. O=C(Cc1ccccc1)NC/C=N/O

assay / compound,19,20,21,22,23,24
A498,94.8,96.4,104.1,95.9,.,115.6
SN12C,101.3,93.2,99.2,99.1,87.3,115.5
CAKI-1,.,88.7,79.6,96.4,81.8,.
RXF 393,118.1,95.8,110.0,117.5,94.1,121.3
ACHN,.,98.6,103.9,120.0,102.8,96.7
786-0,95.0,100.2,113.5,88.3,86.8,101.3
TK-10,71.9,113.0,104.2,101.2,93.2,117.7
UO-31,84.0,75.5,79.9,68.3,54.4,79.0

25. Cn1cc(-c2nonc2-c2c[nH]c3ccccc23)c2cc(Br)ccc21
26. COc1cc(/C=N/Nc2ncnc3c2c(C)nn3C)ccc1O
27. N#C/C(=C1/C(=O)Nc2ccccc21)c1nnc(NC(=O)c2ccc(-n3c(=O)[nH]c4ccccc4c3=O)cc2)s1
28. O=C1CC(c2ccc(Cl)cc2Cl)c2cnn(Cc3ccc4c(c3)OCO4)c2N1 (configuration not stated)
29. COc1ccc(/C=C2\N=C3N(N/C(=N\n4c(-c5ccccc5)cc(C)cc4=S)N3c3ccccc3)C2=O)cc1
30. CCC(Cc1ccccc1)OC(=O)c1cc(-c2ccc(OC)cc2)nc2ccccc12 (configuration not stated)

assay / compound,25,26,27,28,29,30
A498,40.3,94.9,133.3,.,79.4,82.3
SN12C,55.0,94.8,33.1,99.6,96.6,94.7
CAKI-1,26.3,96.0,49.2,88.7,83.5,89.9
RXF 393,70.9,109.2,53.4,.,95.9,93.3
ACHN,40.3,94.2,28.2,101.4,88.7,100.2
786-0,50.6,97.4,66.1,96.5,100.6,102.5
TK-10,53.3,91.0,84.3,97.2,134.1,122.8
UO-31,36.8,72.9,29.5,79.9,81.8,87.9

31. COc1cc2c(cc1OC)C(c1ccc(S(N)(=O)=O)cc1)NCC2 (configuration not stated)
32. COc1ccc(/C=C(\C)C(=O)O)cc1
33. C=C1C(=O)O[C@H]2[C@H]1CC/C(COC(=O)CCSCCC(=O)O)=C\CC[C@@]1(C)O[C@@H]21
34. COc1ccc(N2C(=O)c3ccccc3[C@@H](C(=O)O)[C@@H]2c2ccccc2)cc1
35. COc1cc(/C=C2\Cc3cc4c(cc3C2=O)OCO4)cc(OC)c1
36. COc1ccc(C2NC(=O)Cc3c2sc2c(F)cccc32)c(OC)c1 (configuration not stated)

assay / compound,31,32,33,34,35,36
A498,120.9,70.1,106.2,102.3,110.8,90.7
SN12C,90.8,110.8,72.6,95.6,95.0,100.5
CAKI-1,93.9,.,75.1,90.2,91.0,76.7
RXF 393,133.9,109.4,104.9,93.0,102.7,102.6
ACHN,104.9,107.5,88.6,95.9,98.7,98.7
786-0,86.1,99.7,85.8,106.7,103.4,107.4
TK-10,100.6,89.9,110.7,104.1,107.1,129.4
UO-31,68.6,87.1,82.7,85.4,85.2,67.3

37. O=[N+]([O-])c1cccc(-c2nc3sccn3c2-c2ccnc(NCCCNS(=O)(=O)c3cccc4ccccc34)n2)c1
38. COC(=O)C1CCN1C(C)(C)C (configuration not stated)
39. CC(C(=O)c1ccccc1)C1(O)C(=O)Nc2ccc(Cl)cc21 (configuration not stated)
40. C#Cc1ccc(S(=O)(=O)Nc2cccc(-c3csc(NC(C)=O)n3)c2)cc1
41. O=C(Nc1cccc([N+](=O)[O-])c1)Nc1cccc([N+](=O)[O-])c1
42. CCCCCC[n+]1ccc(SCC(=O)n2ccc3ccccc32)c2ccccc21

assay / compound,37,38,39,40,41,42
A498,62.9,104.1,112.5,96.0,33.1&94.4,115.4
SN12C,68.6,104.6,97.3,79.0,70.3&82.4,88.8
CAKI-1,59.7,108.4,92.2,65.3,83.7,78.4
RXF 393,90.3,112.8,106.4,88.4,99.4,112.6
ACHN,67.3,108.2,91.6,82.6,84.8,87.2
786-0,87.4,101.6,106.5,88.2,71.7&74.0,102.3
TK-10,113.6,102.8,138.0,81.7,39.0&84.2,108.5
UO-31,48.7,83.5,81.6,-81.1*,46.6&63.9,68.6

43. O=C(O)CC1(c2ccccc2)OC(=O)c2ccccc21 (configuration not stated)
44. CCCC(O)Cn1ncc(C(=O)OCC)c1NC(=O)NCc1ccc(C(F)(F)F)cc1 (configuration not stated)
45. OC(c1ccccn1)C(O)c1ccccn1 (configuration not stated)
46. CCCCc1nc2c(N)nc3ccccc3c2n1CC(C)C
47. N#Cc1ccc(C(=O)C[n+]2ccn(CCC(=O)Nc3cccc4cccnc34)c2)cc1
48. CCOC(=O)c1cc(C(=O)c2ccc(Cl)cc2)n2ccc(-c3ccn4c(C(=O)c5ccc(Cl)cc5)cc(C(=O)OCC)c4c3)cc12

assay / compound,43,44,45,46,47,48
A498,93.1,80.0,95.9,39.6,88.8,91.9
SN12C,110.4,88.7,91.5,87.9,100.9,92.6
CAKI-1,97.7,67.1,116.2,69.1,96.8,.
RXF 393,176.5,100.9,123.0,44.2,109.1,104.6
ACHN,105.7,95.6,98.2,83.6,102.0,103.1
786-0,112.2,75.1,99.5,96.7,104.3,87.0
TK-10,108.2,76.3,107.9,96.7,107.7,109.4
UO-31,88.7,60.6,89.0,45.5,90.0,67.8

49. COc1nc2c(c(=O)[nH]1)C1(C(=O)Nc3ccccc31)c1c(nc(OC)[nH]c1=O)N2
50. NS(=O)(=O)c1cccc(Nc2nc(SCC(=O)c3ccccc3)nc3c2CCC3)c1
51. C#Cc1cccc(NC(=O)c2ccc(Cl)cc2Cl)c1
52. CS(=O)(=O)OCCN(CCOS(C)(=O)=O)c1cccc(Cl)c1
53. Cc1cc(=O)[nH]c(NNC(=S)Nc2ccccc2)n1
54. Cc1cc2nc(C/C(=N/O)c3ccncc3)c(C/C(=N/O)c3ccncc3)nc2cc1C

assay / compound,49,50,51,52,53,54
A498,111.8,77.7,101.7,114.7,79.4,91.2
SN12C,100.5,89.1,95.7,97.2,.,88.5
CAKI-1,94.0,77.3,.,62.8,95.3,.
RXF 393,117.5,99.2,105.3,147.9,105.8,.
ACHN,97.8,96.7,93.5,104.2,111.6,108.1
786-0,99.1,92.9,99.9,97.6,99.3,97.5
TK-10,105.3,110.0,105.5,101.8,110.9,22.7
UO-31,78.8,82.9,91.7,86.7,98.6,.

55. Cc1ccc(C)c(NC(=O)N2CCCCC2C)c1 (configuration not stated)
56. O=C(O)C1CC2C3CC(C(=O)O)C(C3)C2C1 (configuration not stated)
57. O=C(O)c1ccc(-c2nn(-c3ccc(C(=O)O)cc3)cc2CNc2ccc(F)cc2)cc1
58. CC(C)OCc1cc(CN2CCN(c3cccc(Cl)c3)CC2)c(O)c2ncccc12
59. CCNc1ncnc2c1cnn2C1CCCO1 (configuration not stated)
60. O=S(=O)(Nc1ccccc1Nc1ccccc1)c1ccccc1Cl

assay / compound,55,56,57,58,59,60
A498,117.3,97.0,.,-62.7*,.,79.8
SN12C,98.5,109.8,103.6,-4.1*,103.0,96.3
CAKI-1,92.8,96.9,.,-49.9*,101.2,87.3
RXF 393,.,118.8,108.2,-14.9*,105.3,100.7
ACHN,106.6,107.0,99.1,10.1,104.2,106.7
786-0,.,103.3,95.6,0.3*,108.7,95.7
TK-10,102.4,115.3,102.8,5.0*,116.3,100.2
UO-31,86.0,102.6,89.8,-6.8*,86.0,79.9

61. CCOC(=O)CC1CSC(Nc2ccccc2)=N1 (configuration not stated)
62. Cc1nc(N=C(N)N)nc2ccc3ccccc3c12
63. Cc1nc2ccc(C(=O)NCc3cc(C(=O)O)c(C)o3)cc2nc1C
64. COc1cc(/C=C/c2nc3ccccc3c(=O)n2-c2ccc(C#Cc3ccc(C(C)(C)C)cc3)cc2C)ccc1O
65. Clc1ccc(CN2CCO[C@H](CSc3ccccc3)C2)cc1
66. Cc1cccc(NC(=O)CN2CCN(c3cc(=O)[nH]c4ccc(F)cc34)CC2)c1

assay / compound,61,62,63,64,65,66
A498,83.0,32.9,106.3,89.3,104.0,75.3
SN12C,103.5,-22.6*,96.5,101.2,108.5,100.9
CAKI-1,103.1,75.2,86.2,82.0,96.3,82.9
RXF 393,114.0,4.9*,97.4,113.3,112.3,101.2
ACHN,104.6,15.1,99.4,99.7,112.0,99.1
786-0,98.7,10.8,94.4,103.6,100.8,102.3
TK-10,86.0,3.9*,97.6,103.3,90.1,93.2
UO-31,91.8,5.4*,82.8,89.6,86.2,83.8

67. CCCN(CCC)C(=O)c1ccc(C)cc1
68. O=c1oc2c(cc1-c1ccccc1)c[n+]([O-])c1ccccc21
69. CC1COCC(C)N1C1=C(Cl)C(=O)c2ccccc2C1=O (configuration not stated)
70. COc1cc2c(cc1OCCCCn1c(-c3cc(=O)c4ccccc4o3)nc3ccccc31)N=C[C@@H]1CCCN1C2=O
71. CC(O)CCC(C)[N+](=O)[O-] (configuration not stated)

assay / compound,67,68,69,70,71
A498,27.0,105.2,108.5,121.5,104.7
SN12C,97.9,97.2,81.7,102.1,.
CAKI-1,99.2,90.6,65.4,82.8,103.7
RXF 393,113.3,94.6,61.3,51.3,119.0
ACHN,102.2,97.3,28.9,93.1,108.5
786-0,98.0,90.3,101.9,108.4,100.5
TK-10,99.6,107.4,75.7,156.8,104.0
UO-31,94.1,90.4,59.0,35.8,93.5
